Compound activity as filed in PubChem.
S1P4 ag = S1P4 receptor agonists, primary screen, cell-based | AID 1509, 2009 | activation, % at 4.98 µM | Sphingosine 1-phosphate receptor 4 (Homo sapiens), O95977 | actives 0.35% (n = 220,000) | S1P4-expressing cell line, agonist reporter assay; in the data active = activation above about 11%;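 also: 0% = DMSO vehicle and 100% = reference agonist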
Target sequence (O95977 whole entry, looked up): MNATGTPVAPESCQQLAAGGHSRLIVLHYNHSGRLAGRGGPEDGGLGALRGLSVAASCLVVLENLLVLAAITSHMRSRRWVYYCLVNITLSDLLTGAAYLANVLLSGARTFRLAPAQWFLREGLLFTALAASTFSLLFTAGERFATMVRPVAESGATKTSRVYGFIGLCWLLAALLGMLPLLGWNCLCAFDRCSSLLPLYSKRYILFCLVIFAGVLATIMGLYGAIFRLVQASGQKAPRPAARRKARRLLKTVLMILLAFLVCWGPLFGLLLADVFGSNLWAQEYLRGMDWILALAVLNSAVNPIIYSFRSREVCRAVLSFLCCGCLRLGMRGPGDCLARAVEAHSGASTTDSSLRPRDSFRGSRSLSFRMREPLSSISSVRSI
PERK inhibitor = block of dimerizer-induced PERK translation repression, primary screen, PERK inhibitor project, CHO PERK-DD cells, SEAP luminescence, HTS; actives 0.17% (n = 220,000); CHO PERK-DD fusion, SEAP luminescence translation reporter; Eukaryotic translation initiation factor 2-alpha kinase 3 (Homo sapiens), Q9NZJ5; inhibition, % at 5.6 µM;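 active = inhibition above the mean inhibition of all tested compounds plus 3 SD, set separately per screening campaign, cut at about 2.9% in these data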;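 also: PERK kinase domain activated by AP20187 dimerizer at 100 nM; 0% = DMSO with dimerizer and 100% = rapamycin at 8.4 µM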
EP2 modulator = EP2 receptor modulators, cAMP readout, primary screen, cell-based, HTRF cAMP, PGE2 stimulation. Prostaglandin E2 receptor EP2 subtype (Homo sapiens), P43116. EP2-expressing cells, cAMP HTRF FRET, PGE2 co-stimulation. induction, % at 25 µM. actives 0.83% (n = 260,000). AID 940, 2007;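 active = compounds whose cAMP rise, as percent of the full-agonist control response, exceeds 60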;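 also: rat C6 glioma line stably carrying human EP2 under a CMV promoter; the protocol text gives 20 µM as final concentration; 100% = response of wells given 1 µM PGE2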
Target sequence (P43116 whole entry, looked up): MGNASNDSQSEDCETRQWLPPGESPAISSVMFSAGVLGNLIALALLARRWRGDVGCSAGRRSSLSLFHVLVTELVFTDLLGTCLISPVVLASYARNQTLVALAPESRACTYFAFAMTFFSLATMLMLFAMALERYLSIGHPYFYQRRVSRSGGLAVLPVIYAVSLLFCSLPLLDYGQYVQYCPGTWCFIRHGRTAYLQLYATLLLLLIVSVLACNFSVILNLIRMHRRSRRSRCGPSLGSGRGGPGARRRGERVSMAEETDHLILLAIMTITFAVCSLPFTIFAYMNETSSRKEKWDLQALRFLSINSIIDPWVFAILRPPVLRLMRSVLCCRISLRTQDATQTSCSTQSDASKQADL
TRPN1 ag = zebrafish TRPN1 channel agonists, primary screen, cell-based, HEK293, calcium fluorescence; transient receptor potential cation channel N1 (TRPN1/NompC), Danio rerio; HEK293 zebrafish TRPN1-YFP, Fluo-8 calcium fluorescence; 100% = response to 87 µM carbachol; activation, % at 3 µM; actives 0.18% (n = 220,000);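 active = activation above its plate's cutoff, the mean activation of test wells on that plate plus 3 SD, cut at about 19% in these data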;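 also: 0% = DMSO alone and 100% = 87 µM carbachol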
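Assay system: Zebrafish TRPN1-YFP in HEK293 cells | Incubation: Dye loading 1 h at 37 °C, then 30 min room temperature | Measured by: Kinetic Fluo-8 fluorescence, ex 470-495, em 515-575 nm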
S1P4 antag = S1P4 receptor antagonists, primary screen, cell-based; Sphingosine 1-phosphate receptor 4 (Homo sapiens), O95977; S1P4-expressing cells, antagonist mode, reporter read-out; inhibition, % at 4.98 µM; actives 0.26% (n = 220,000); in the data active = inhibition above about 29%;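 also: 0% = wells stimulated with agonist and 100% = vehicle wells without agonist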
m-calpain inh = inhibitors of pig calpain II, primary screen, biochemical, fluorogenic peptide substrate, 1536-well; purified calpain II, 30 min; inhibition, % at 16 µM; actives 0.37% (n = 220,000); AID 1236, 2008;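 active = inhibition above about 50%, limit read from the data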
BaF3 parental = parental Ba/F3 cell viability inhibition, counter-screen for JAK2V617F inhibitor project, murine pro-B, CellTiter-Glo luminescence. AID 1486, 2009. actives 1.1% (n = 220,000). inhibition, % at 5.6 µM. CellTiter-Glo ATP luminescence;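 active = inhibition above a per-campaign cutoff, the mean inhibition of all tested compounds plus 3 SD, cut at about 27% in these data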;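 also: 0% = DMSO wells and 100% = JAK Inhibitor I control wells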
Ba/F3 V617F tox = reduced viability of JAK2V617F-dependent Ba/F3 cells, primary screen, JAK2V617F inhibitor project, cell-based, Ba/F3 EpoR-JAK2V617F, luminescence; ATP luminescence; inhibition, % at 5.6 µM; actives 1.1% (n = 220,000); AID 1446, 2008;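 active = inhibition above the campaign mean plus 3 SD over all tested compounds, cut at about 24% in these data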;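 also: cytokine-independent growth of Ba/F3 cells driven by EpoR plus mutant JAK2; 0% = DMSO-treated cells and 100% = JAK inhibitor I control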
TRPML3 ag = human TRPML3 channel agonists, primary screen, cell-based, HEK293 TRPML3-YFP, Fluo-8 calcium fluorescence, 3 µM. Mucolipin-3 (Homo sapiens), Q8TDD5. 100% = the carbachol control signal. activation, % at 3 µM. actives 0.29% (n = 220,000). AID 1448, 2008;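 active = activation above its plate's cutoff, the mean activation of the plate's test wells plus 3 SD, cut at about 12% in these data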;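 also: 0% = DMSO only wells and 100% = carbachol wells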
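Test system – HEK293 line with stable expression of human TRPML3-YFP channel · Control set – carbachol 87 µM final as high control (100%), DMSO as low control (0%) · Signal – Fluo-8 calcium dye fluorescence, ex 470-495, em 515-575 nm · Incubation – 1-h 37 °C dye load, 5-s basal, 120-s post-compound reads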
* marks the source's active call; other numbers are inactive results.

SMILES | S1P4 ag | PERK inhibitor | EP2 modulator | TRPN1 ag | S1P4 antag | m-calpain inh | BaF3 parental | Ba/F3 V617F tox | TRPML3 ag
O=S(=O)(N/N=C/c1ccc2c(c1)OCCO2)c1ccc(Cl)cc1 | -0.3 | 0.7 | -29 | -1.1 | -4 | 15 | 0 | 0 | -0.8
COc1cc(OC)c(/C=N/NC(=O)c2ccc(Cn3nc([N+](=O)[O-])cc3C)cc2)c(OC)c1 | 0.0 | -0.2 | -40 | -0.3 | 9 | -21 | 3 | -3 | 0.2
O=C(NC1CCCCC1)C(c1ccc(F)cc1)N(Cc1cccs1)C(=O)CN1C(=O)c2ccccc2S1(=O)=O (configuration not stated) | 0.3 | 1.3 | 10 | -0.2 | -14 | -2 | 5 | -1 | 0.7
O=C(CSc1nnc(-c2cccc(F)c2)o1)Nc1nncs1 | 0.6 | 1.7 | 16 | 2.0 | -7 | -9 | 5 | 2 | 0.3
CCOC(=O)c1cc(-c2ccccc2)sc1NC(=O)C(C)OC(=O)c1cccc(S(=O)(=O)N(C)C)c1 (configuration not stated) | 0.0 | 1.2 | 30 | 0.6 | -8 | -27 | 2 | -3 | 0.5
c1ccc(-c2csc(Cc3nnc4n3CCCCC4)n2)cc1 | 0.2 | -0.6 | -2 | 0.4 | -18 | 13 | 4 | 5 | 1.0
CCCN1CCN(C(=O)c2nn(-c3ccc(OC)cc3)c(=O)c3c2c2ccccc2n3C)CC1 | -0.8 | 1.2 | 21 | 2.1 | -10 | -46 | 7 | 2 | 1.2
O=c1cc(NCc2ccccc2)c2ccccc2o1 | -2.1 | 1.1 | -21 | -1.4 | -4 | -3 | -1 | -6 | -0.3
Cc1ccc(S(=O)(=O)NNc2ccccc2)c(C)c1 | -1.0 | 0.4 | -26 | 2.0 | -7 | -9 | -1 | -1 | 0.6
CC(=O)Nc1ccccc1NC(=O)C/C(C)=N/NC(=O)c1ccc([N+](=O)[O-])c(Cl)c1 | 0.3 | 1.3 | 30 | 0.9 | -13 | -8 | 1 | -2 | 0.6
Cc1ccc(N/N=C/c2ccc3c(c2)OCCO3)cc1Cl | 0.3 | 0.9 | 1 | 1.0 | -5 | 8 | 7 | 2 | 0.9
O=C(C1CCCC1)N(c1ccccc1)C1C=CS(=O)(=O)C1 (configuration not stated) | 0.0 | 0.9 | 30 | 1.3 | -9 | -1 | 5 | -4 | 1.0
Cc1ccc(C(=O)CSc2nnnn2-c2ccccc2)o1 | 1.1 | 1.5 | 7 | -2.6 | 2 | 11 | 0 | -7 | -0.3
Cc1cccc(N(CC(=O)Nc2ccc(F)cc2)S(C)(=O)=O)c1 | 1.4 | 1.7 | -30 | 0.7 | 2 | 0 | 4 | -2 | 1.0
COc1cc(NC(=O)SC2=NCCS2)cc(OC)c1 | -0.7 | 0.1 | -31 | -0.6 | 4 | 23 | -4 | 0 | 0.6

Rewritten with two lines to a compound: 2 of the compounds above
Under each structure: S1P4 ag	PERK inhibitor	EP2 modulator	TRPN1 ag	S1P4 antag	m-calpain inh	BaF3 parental	Ba/F3 V617F tox	TRPML3 ag
> COc1cc(OC)c(/C=N/NC(=O)c2ccc(Cn3nc([N+](=O)[O-])cc3C)cc2)c(OC)c1
    0.0	-0.2	-40	-0.3	9	-21	3	-3	0.2
> O=C(NC1CCCCC1)C(c1ccc(F)cc1)N(Cc1cccs1)C(=O)CN1C(=O)c2ccccc2S1(=O)=O (configuration not stated)
    0.3	1.3	10	-0.2	-14	-2	5	-1	0.7

More structures.
SMILES | S1P4 ag | PERK inhibitor | EP2 modulator | TRPN1 ag | S1P4 antag | m-calpain inh | BaF3 parental | Ba/F3 V617F tox | TRPML3 ag
CCSc1nnc(-c2ccc(Cl)cc2)c2ccccc12 | 1.2 | 0.7 | 66* | -1.2 | -6 | -3 | 0 | -1 | -0.5
Cc1ccc(N2C(=O)[C@@H]3C(C(=O)CCN4C(=O)c5ccccc5C4=O)=NN[C@@H]3C2=O)cc1 | -0.2 | 0.5 | 22 | -1.1 | -11 | 9 | 13 | 5 | -0.3
CCCS(=O)(=O)Nc1c(C(=O)O)[nH]c2ccccc12 | 1.8 | 0.5 | -4 | -0.8 | -11 | -109 | 4 | 4 | 0.9
Cc1ccc(C(=O)N2CCCC(C(=O)c3cc(F)ccc3F)C2)s1 (configuration not stated) | 1.0 | -0.3 | -98 | -1.1 | 0 | -6 | 11 | 2 | 0.2
C=CCc1cccc2cc(C(=O)Nc3ccccc3C(=O)O)c(=O)oc12 | -0.2 | 1.6 | 20 | -1.1 | -39 | -22 | -3 | 7 | 0.1
CN(C)c1ccc(-c2nnn(Cc3ccccc3Br)n2)cc1 | -0.1 | 0.4 | -35 | -0.9 | -15 | 14 | -2 | -1 | -0.7
CCCN(CCC)c1nc(NC2CCN(C(=O)OCC)CC2)nc(OC)n1 | 1.1 | -1.5 | 52 | -1.6 | -6 | -41 | 2 | 4 | -1.4
COc1ccc(CN2C(=O)c3ccccc3C(/C=N\OCc3ccc(C)cc3)C2=O)cc1 (configuration not stated) | 0.3 | -0.4 | -7 | 0.4 | -10 | -196 | 3 | 2 | 0.2
O=c1c2c(nc3c(-c4ccc(Cl)cc4)c[nH]n13)CCC2 | 0.2 | 1.4 | -21 | -1.6 | -12 | -214 | 5 | 2 | -0.4
CCN1CCN(c2cc(C)c3cc(NC(=S)N4CCCC(C)C4)ccc3n2)CC1 (configuration not stated) | 1.8 | -0.3 | -24 | -1.0 | -14 | -7 | 11 | 2 | 2.8
CN1CCN(C(=O)/C(=C\c2cccs2)NC(=O)c2ccco2)CC1 | 0.7 | 0.3 | -14 | 0.4 | -12 | 12 | -1 | -5 | 0.6
CCCCc1c(O)nc(SCC(=O)Nc2ccc3c(c2)CCC3)[nH]c1=O | 0.5 | 1.3 | 12 | -0.5 | 6 | -1 | 3 | -2 | 0.6
COc1ccc(-c2csc(NC(=O)c3nc(-c4ccccc4)oc3C)n2)cc1 | 2.2 | 1.9 | 32 | 0.6 | -14 | -217 | 5 | 1 | 0.2
CC(=NCc1ccncc1)C1=C(O)c2ccccc2C1=O | -6.7 | -0.7 | 11 | -0.3 | 3 | 5 | 8 | 4 | 0.6
O=C(COc1cccc(NC(=O)c2ccco2)c1)c1ccc(F)cc1 | -0.9 | -0.6 | -22 | -1.3 | 0 | 4 | 2 | -1 | -0.5
O=C(CSc1nnc(Cn2nnc3ccccc32)o1)N(Cc1ccc(Cl)cc1)c1ccccc1 | 1.0 | -1.2 | 26 | 2.2 | -4 | 23 | 2 | 0 | 1.5
COc1ccc(S(=O)(=O)NCc2ccccn2)cc1 | 2.7 | 0.8 | 5 | 1.0 | -8 | 0 | 3 | 0 | 0.8
COc1ccccc1OCC(=O)/C=C1/N(C)c2ccccc2C1(C)C | 3.2 | 0.3 | -34 | 1.1 | -5 | -47 | 7 | 6 | 0.6
COc1ccccc1NC(=O)NCCN1CCN(C(=O)Nc2ccccc2OC)CC1 | 1.0 | -0.8 | 1 | 1.1 | -23 | 5 | 8 | 1 | 0.5
CN=C1S/C(=C/c2cn(CC(=O)OC)c3ccccc23)C(=O)N1C | -1.1 | -1.5 | -12 | -0.8 | 1 | -14 | -3 | 5 | -1.3
CCO[C@@H]1OC(C(=O)N2CCN(Cc3ccc4c(c3)OCO4)CC2)=C[C@H](C2CCCCC2)[C@H]1CCCO | 0.0 | 0.2 | 12 | -1.3 | 12 | 8 | 0 | 1 | -0.7
CCOC(=O)c1ccc(NC(=O)COc2ccccc2CNCCO)cc1 | 0.6 | 0.2 | -24 | 1.0 | -6 | 5 | 3 | 0 | 1.0
Cc1cccc(Cc2cnc(NC(=O)CN3C(=O)/C(=C/c4ccccc4)SC3=S)s2)c1 | 0.7 | 1.3 | 10 | 0.1 | -18 | -144 | 1 | -5 | 0.3
COc1ccc(CN2C(=O)C3C4C=CC(C4)C3C2=O)cc1 (configuration not stated) | 0.4 | 0.3 | 16 | 0.6 | 7 | 7 | 1 | 12 | 1.6
O=C(Nc1ccc(N2CCOCC2)c(Cl)c1)c1ccc(F)cc1 | 0.6 | 0.7 | 0 | 2.9 | -8 | -6 | 6 | -1 | 1.4
Cc1oc(C)c(C(=O)Nc2ccc(CC(=O)O)cc2)c1C(=O)Nc1ccc(CC(=O)O)cc1 | 0.5 | 0.4 | 31 | 0.1 | -35 | -9 | 7 | 6 | 0.1
O=C(CCS(=O)(=O)Cc1ccc(Cl)cc1)NCCCN1CCN(c2ccccc2F)CC1 | -0.3 | -0.4 | 13 | -0.1 | -9 | 12 | 4 | -5 | 1.1
C/C(Cn1cnc([N+](=O)[O-])n1)=N\NC(=O)c1ccc(O)cc1O | -0.1 | 0.4 | 18 | 1.2 | -3 | 13 | 8 | 3 | 0.7
CCOC(=O)c1ccc[n+](CC(=O)Nc2cc(C(F)(F)F)ccc2Cl)c1 | 1.3 | -0.7 | -54 | 1.6 | -11 | -21 | 4 | 2 | 0.5
CC(=O)NC1C(OCc2ccccc2)OC2COC(c3ccccc3)OC2C1OCC(=O)O (configuration not stated) | 0.1 | 0.2 | 16 | 2.0 | -7 | -8 | 0 | -1 | 0.3
CCCCNC(=O)CCn1nc(-c2ccccc2)ccc1=O | -0.6 | -0.3 | 0 | -0.1 | 5 | 12 | 1 | 4 | 0.5
COc1ccc(-c2nc(CSCC(=O)NCc3ccco3)c(C)o2)cc1 | 1.4 | -0.4 | 7 | -0.9 | 1 | -25 | 1 | 1 | -1.0
CC1CCN(CCCNC(=O)C2CCC(=O)N2C2CCCC2)CC1 (configuration not stated) | 0.7 | 1.4 | 11 | 0.5 | -17 | -30 | 1 | 0 | 0.8
Cc1nnc(SCC(=O)NNC(=O)c2ccc(Cl)cc2)n1CC1CCCO1 (configuration not stated) | -0.5 | 1.0 | -27 | 1.4 | -6 | -4 | 0 | -7 | 0.6
CC(C)c1nnc(NC(=O)CCC(=O)NCC2CCCO2)s1 (configuration not stated) | -0.7 | 0.5 | -2 | 0.3 | 2 | -23 | 7 | 0 | 0.0
COc1nc(C)nc2c1ccc1ccccc12 | 0.0 | 1.2 | 33 | -0.7 | 13 | 21 | 2 | -4 | 0.3
COc1ccc(C(=O)Nc2cc(C)on2)cc1 | -1.0 | 1.2 | 30 | 3.0 | 4 | 14 | 7 | 1 | 0.5
CC(/C=N/NC(=O)c1ccco1)=C\c1ccccc1 | 2.0 | 0.0 | -31 | 0.7 | -4 | 16 | 4 | -1 | -0.4
O=C(/C=C/c1ccccc1)NCCCNC(=O)/C=C/c1ccccc1 | -1.7 | -0.8 | -54 | -2.0 | 9 | 27 | 9 | 6 | -0.9
CC(=O)Nc1cccc(Oc2ncnc3scc(-c4ccc(C(C)C)cc4)c23)c1 | -1.0 | -0.7 | -46 | 0.1 | -4 | -44 | 5 | 1 | -1.2
